KCNH2 3.1 block = qHTS for Inhibitors of KCHN2 3.1: Mutant qHTS; Potassium voltage-gated channel subfamily H member 2, brain isoform KCNH2 3.1 (human); U2OS KCNH2 3.1, thallium flux FluxOr; stronger effect = lower value; activity change, % (tested at about 1.8 µM); 340,000 tested, 0.95% active; AID 720553, 2013;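 active means maximum activity change below -70%; inconclusive means maximum activity change from -70% to -50%; inactive means maximum activity change above -50%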;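 further: thallium influx rate constant from kinetic fluorescence after stimulation buffer; on the % scale 0 is the no-effect control and ±100 the full control effect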
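Thallium flux read-out: FluxOr dye with Red40 quencher in HBSS/HEPES, 45 min at RT. Rate constants from kinetic reads were normalized to positive and negative DMSO controls. Cells: U2OS virally expressing the 3.1 isoform.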
S-ASM inh = Inhibitors of Secretory Acid Sphingomyelinase (S-ASM): qHTS. 340,000 tested, 0.006% active. Sphingomyelin phosphodiesterase (Homo sapiens), P17405. Potency, µM (highest dose often 57.5 µM), inactives show at the top dose activity change, negative = inhibition, most hits filed as inhibitors. AID 504937, 2011. placental ASM, HMU-PC fluorogenic substrate, 60 min; further: potency means the concentration at half of the fitted maximal effect
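qHTS format. ASM enzyme prepared from human placenta hydrolyses the fluorogenic substrate HMU-PC0 (9 uM final) over 60 min at 37 °C after a 10 min compound preincubation.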
GALK inhibitor = qHTS Assay for Inhibitors of Human Galactokinase (GALK); 270,000 tested, 0.007% active; P51570; Potency, µM (titrated, usually from 57.5 µM), for inactives: top-dose activity change, negative = inhibition, most hits filed as inhibitors; Purified GALK, Kinase-Glo residual ATP luminescence; further: potency means the concentration at half of the fitted maximal effect; on the % scale 0 is the no-effect control and ±100 the full control effect
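The enzyme phosphorylates galactose (100 uM) using ATP (35 uM); inhibition is detected as higher residual ATP, quantified by bioluminescence after 1 h reaction at room temperature, pH 8.0.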
TRPV1 ag = HTS Assay for Compounds that Act as Agonists of the Vanilloid Receptor 1 | AID 540275, 2011 | Transient receptor potential cation channel subfamily V member 1 (Homo sapiens), Q8NER1 | TRPV1-expressing cells, Fluo-8 calcium influx, agonist mode | 320,000 tested, 0.19% active | activation, % at 8.33 µM; in the data active means activation above about 80%; inconclusive means between about 30% and that limit; further: 0% is about no effect
Target sequence (Q8NER1 whole entry, looked up): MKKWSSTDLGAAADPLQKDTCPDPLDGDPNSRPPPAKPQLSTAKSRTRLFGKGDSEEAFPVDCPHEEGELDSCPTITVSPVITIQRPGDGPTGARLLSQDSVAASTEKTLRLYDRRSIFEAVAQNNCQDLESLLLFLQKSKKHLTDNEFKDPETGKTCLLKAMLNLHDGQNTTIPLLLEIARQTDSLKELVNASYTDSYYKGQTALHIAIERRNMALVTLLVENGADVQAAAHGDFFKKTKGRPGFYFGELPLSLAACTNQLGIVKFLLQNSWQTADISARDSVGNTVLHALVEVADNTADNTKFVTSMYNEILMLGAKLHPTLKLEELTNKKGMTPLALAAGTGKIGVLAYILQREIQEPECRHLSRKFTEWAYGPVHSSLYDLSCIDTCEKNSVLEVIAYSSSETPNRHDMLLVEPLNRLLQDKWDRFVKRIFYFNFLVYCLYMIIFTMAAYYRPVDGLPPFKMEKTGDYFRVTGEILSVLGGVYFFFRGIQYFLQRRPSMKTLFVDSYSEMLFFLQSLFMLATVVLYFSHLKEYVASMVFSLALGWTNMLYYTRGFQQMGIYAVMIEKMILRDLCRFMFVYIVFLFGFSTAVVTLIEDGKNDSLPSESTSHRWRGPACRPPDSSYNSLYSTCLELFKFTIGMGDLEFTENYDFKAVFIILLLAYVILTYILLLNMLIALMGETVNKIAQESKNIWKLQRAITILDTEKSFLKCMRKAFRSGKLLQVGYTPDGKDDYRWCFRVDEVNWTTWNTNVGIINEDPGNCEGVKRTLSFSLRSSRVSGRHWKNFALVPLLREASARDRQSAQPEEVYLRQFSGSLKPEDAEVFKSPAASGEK
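Cells expressing TRPV1 were dye-loaded with Fluo-8 and read kinetically: 10 s baseline, 3 min after compound (agonist portion), then 2 min after EC20 capsaicin (allosteric enhancer portion). Calcium-bound dye fluorescence at 480/520 nm.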
AT treatment = qHTS Assay for Identifying a Potential Treatment of Ataxia-Telangiectasia; […] A-T fibroblasts, KAP-1 phosphorylation AlphaLISA; neocarzinostatin DNA damage 30 min before lysis; Potency, µM (titrated, usually from 57.5 µM), without a hit: at the highest dose activation, most hits filed as activators; 320,000 tested, 0.19% active; AID 485349, 2010; further: potency means the concentration at half of the fitted maximal effect; % of control where 0% means no effect; nearly all actives have a fitted effect of over 45% in size
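hTERT-immortalized A-T patient fibroblasts ([…]), 500 cells/well in OPTI-MEM, 1% FBS, got compounds for 60 min, then NCS for 30 min at 37C. Lysates were then assayed for phospho-KAP-1 by AlphaLISA (anti-pKAP1 donor, anti-KAP1 acceptor beads), 6 hr at 25C.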
CXXC DNA block = qHTS Fluorescence Polarization Assay for Inhibitors of MLL CXXC domain - DNA interaction. Histone-lysine N-methyltransferase 2A (Homo sapiens), Q03164. MLL-CXXC / FITC-HOXA9 DNA fluorescence polarization. 290,000 tested, 0.037% active. Potency, µM (doses to about 115 µM), for inactives: at the top dose activity change, negative = inhibition, most hits filed as inhibitors. AID 2662, 2010; active means well fitted inhibition curve with a large enough effect in the polarisation, with a control signal flat, not every such curve was filed as active; inconclusive means small, poorly fitted or top-dose-only effect, or effect the other way, or a change in a side signal; inactive means no such curve, though single readings can be large or run the other way; the % refers to the polarisation; further: potency means the concentration at half of the fitted maximal effect
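Steps: dispense CXXC domain solution (7 uM) → pin compounds or unlabeled HOX-A9 DNA control → 5 min ambient → add FLSN-HOX-A9 solution (50 nM) → spin → 30 min ambient → fluorescence polarization. Tris pH 7.5/NaCl/DTT/BSA buffer.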
MBNL1 CUG block = qHTS Assay for Inhibitors of MBNL1-poly(CUG) RNA binding | Potency, µM (titrated, usually from 57.5 µM), for inactives: at the highest dose activity change, negative = inhibition, usual class: inhibitors | AID 2675, 2010 | 280,000 tested, 0.036% active | TR-FRET MBNL1-His/biotin-(CUG)12 binding, 665/545 ratio; active means well fitted inhibition curve with a large enough effect in the signal ratio, with a control signal flat, not every such curve was filed as active; inconclusive means small, poorly fitted or top-dose-only effect, or effect the other way, or a change in a side signal; inactive means no such curve, though single readings can be large or run the other way; the % refers to the signal ratio; further: potency means the concentration at half of the fitted maximal effect; on the % scale 0 is the no-effect control and ±100 the full control effect
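Compound titration spanned 92 nM–58 uM against the MBNL1-His/biotin-(CUG)12 complex. After 60 min at room temperature with 5 nM streptavidin-XL665 and 0.055 ng/ul terbium anti-His, ratiometric 665/545 nm emission (Ex 340 nm) normalized to controls.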
hERG WT inh = qHTS for Inhibitors of KCHN2 3.1: Wildtype qHTS; Voltage-gated inwardly rectifying potassium channel KCNH2 (Homo sapiens), Q12809; U2OS, BacMam KCNH2, thallium flux FluxOr; stronger effect = lower value; activity change, % at 1.84 µM; 340,000 tested, 0.37% active;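 active means maximum activity change below -70%; inconclusive means maximum activity change between -70% and -50%; inactive means maximum activity change above -50%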; further: on the % scale 0 is the no-effect control and ±100 the full control effect
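U2OS cells were transduced with wild-type KCNH2 virus (2.03 x 10^8 / mL) for 4 h at room temperature, then cultured overnight at 37 C. Thallium flux was read with FluxOr dye. Rate constants were normalized to DMSO controls.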
Coupling enz = qHTS Assay for Inhibitors of Fructose-1,6-bisphosphate Aldolase from Giardia Lamblia: Coupling assay counterscreen | coupling enzyme system counterscreen, AmpLite Red fluorescence | activity change, negative = inhibition, % at 58.2 µM, hits read low | 290,000 tested, 0.67% active; in the data active means activity change below about -30%; further: on the % scale 0 is the no-effect control and ±100 the full control effect
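Final compound at 57.5 uM, incubated 10 min at RT with coupling enzyme reagent (glyceraldehyde-3-phosphate), then 20 min with substrate and AmpLite Red detection. Fluorescence read at 525/598 nm; tests interference with the coupling assay, not aldolase inhibition.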
a7 integrin act = qHTS for Activators of Integrin-Mediated Alleviation for Muscular Dystrophy; Potency, µM (titrated, usually from 38.3 µM), inactives show at the highest dose activation, hits mostly activators; alpha7betagal myoblasts, beta-gal FDG fluorescence, 48 h; 350,000 tested, 0.064% active;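 further: potency means the concentration at half of the fitted maximal effect; 100% = response of the positive control SU9516; nearly all actives have a fitted effect of over 60% in size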
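alpha7betagal+/- myoblasts (passage 13, 250/well) treated 48 h at 37C with compounds at 1:260 dilution of DMSO stock. Lysed, then beta-galactosidase activity read as FDG fluorescence (ex 480/em 540) after 30 min, with pre-read for autofluorescence.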
The depositor's hits bear a star; i = inactive; ? = inconclusive; · = not tested or not shown; [ ] = remark or other dose. Unless noted, the call rests on the fitted dose curve; in most records, active means well fitted curve in the direction sought with a large enough effect; inconclusive means small, poorly fitted or top-dose-only effect, or another doubt; inactive means no such curve, though single readings can be large; an effect the other way counts as inactive or inconclusive.

SMILES	KCNH2 3.1 block	S-ASM inh	GALK inhibitor	TRPV1 ag	AT treatment	CXXC DNA block	MBNL1 CUG block	hERG WT inh	Coupling enz	a7 integrin act
Cc1ccc(C(=O)OCC(=O)NCc2ccco2)s1	-10	-4%	7%	-7	0%	-4%	·	-8	-3	12%
CCN1CCC(N2CCN(c3ccc(F)cc3)CC2)CC1	8	-1%	-6%	0	0%	4%	3%	-5	1	-8%
Cc1ccc(NC(=O)c2ccc(NCCN)c([N+](=O)[O-])c2)cc1Cl	-9	-25%	-3%	-1	-8%	10%	?	4	2	0%
Cc1cc(C)c2c(c1)cc(C)c1nnc(SCC(=O)N3CCCc4ccccc43)n12	7	1%	-1%	21	-5%	8%	-2%	-1	1	-8%
Cc1cc(C)cc(N(CC(=O)N2CCCCCC2)S(C)(=O)=O)c1	-8	5%	-4%	0	3%	-7%	-5%	-4	2	8%
O=C(COc1ccccc1Cl)N1CCN(c2ccc(F)cc2)CC1	-2	0%	-1%	26	3%	-1%	0%	3	-1	-36%
CCN(CC(=O)Nc1ccc(OC)cc1)C(=O)c1ccc2c(c1)NC(=O)CS2	-19	7%	·	-1	-2%	·	·	-6	·	-9%
Cc1nc(-c2cc(-c3nc(-c4cc(C(F)(F)F)cc(C(F)(F)F)c4)no3)no2)cs1	4	-6%	1%	2	-9%	4%	·	2	0	-1%
Cc1ccc(NC(=O)c2cccc(C(=O)Nc3ccc(C)cc3C(=O)O)c2)c(C(=O)O)c1	1	2%	0%	3	30%	?	8%	4	-10	2%
CCC(C)NCC(=O)Nc1ccc(-c2nc3cc(NC(=O)CNC(C)CC)ccc3o2)cc1 (configuration not stated)	·	-8%	3%	1	0%	-22%	-10%	8	0	1%
Cc1cc(C)c(NC(=O)CS(=O)CC(=O)NCC2CCCO2)c(C)c1 (configuration not stated)	5	0%	2%	15	-2%	-9%	-14%	-5	1	0%
CC(C)CCN1CCN(CC#Cc2ccccc2)CC1CCO (configuration not stated)	-16	1%	1%	8	-2%	-10%	8%	-7	-1	-7%
O=C(Cn1nc(-c2ccco2)ccc1=O)Nc1ccc(Cl)c(Cl)c1	-3	6%	0%	-1	1%	?	13%	18	-6	22%
COc1ccccc1Nc1nc(N)nc(CN2CCC(Cc3ccccc3)CC2)n1	-104*	-2%	-3%	13	-3%	18%	6%	-155*	2	-9%
Cc1cccc(NC2=NC3(CCCCC3)N=C(N)N2)c1C	26	0%	0%	0	-5%	1%	-2%	8	2	-4%
COc1ccccc1NC(=O)N(Cc1ccco1)Cc1cc2cccc(C)c2[nH]c1=O	6	-5%	-3%	17	12%	13%	?	6	0	11%
O=C(OCC(=O)N1CCc2ccccc21)c1ccncc1	2	6%	·	0	-4%	·	·	-4	·	15%
O=C(NCc1ccccc1)C(c1ccccc1)N(Cc1cccs1)C(=O)c1cnccn1 (configuration not stated)	-1	6%	-1%	20	0%	2%	-11%	4	6	3%[7.66 µM]
Cn1cc(CCC(=O)N2CCCC(N3CCN(c4ccccc4F)CC3)C2)cn1 (configuration not stated)	-4	1%	-1%	2	-4%	3%	-7%	-5	·	-1%
O=C1c2ccccc2C(Nc2ccc(Cl)cn2)N1c1ccccn1 (configuration not stated)	4	-8%	-1%	-2	1%	1%	15%	-1	-1	5%
OCCN(CC#CCC(O)(c1ccccc1)C1CCCC1)CCO (configuration not stated)	10	3%	-2%	-1	-42%	0%	-8%	1	0	30%
CCOc1ccc(/C=C(\C#N)C(=O)Nc2ccccn2)cc1	22	8%	-2%	1	-2%	-26%	10%	-14	-1	0%
O=C(CN1CCNC(=O)C1)NCCc1ccc(Cl)cc1Cl	11	1%	3%	4	3%	-7%	·	-4	-1	4%
O=C(CNC(=O)c1ccc(F)cc1)N/N=C/c1cc(Br)ccc1OC(=O)/C=C/c1ccco1	-14	-3%	5%	0	-10%	31%[activator]	-1%	7	-4	3%
COc1cc2nc(Cl)nc(NCCO)c2cc1OC	-2	-2%	·	-1	-3%	3%	-5%	0	-12	46%
O=C(O)C(=O)Cc1c[nH]c2ccccc12	-3	-8%	·	0	-7%	1%	-9%	-4	-8	-12%
CO/N=C(\Cn1ncc(N2CCCC2)c(Br)c1=O)c1ccc(Cl)cc1	-5	-6%	-1%	10	-2%	11%	9%	16	1	-8%
COCCCn1c(SCC(=O)n2c(C)c(C)c3ccccc32)nnc1-c1ccoc1C	-15	-2%	-3%	3	-2%	17%	2%	-13	0	-23%
CNC(=O)/C=C/c1cccc(C(F)(F)F)c1	2	0%	-1%	13	2%	0%	1%	-6	-1	0%
O=C(Nc1ccc(Cl)c([N+](=O)[O-])c1)c1ccc2c(c1)OCCO2	-4	1%	-2%	?	3%	9%	2%	4	0	-10%
CC(=O)N1CCOc2ccc(S(=O)(=O)N3CCC(C(=O)NCc4ccc(F)cc4)CC3)cc21	2	5%	-4%	-6	-5%	3%	-1%	-4	5	1%
C/C(=N\NC(=O)c1cc(C)oc1C)c1ccc(C)c([N+](=O)[O-])c1	-3	-1%	·	18	-8%	·	·	-4	·	-23%
Cc1[nH]c2ccccc2c1/C=N/NC(=O)CNC(=O)c1ccc2c(c1)OCO2	-9	-12%	0%	-2	5%	14%	5%	-2	-4	15%
O=[N+]([O-])c1ccc(SCCc2ccccn2)cc1	-5	-3%	1%	?	-6%	11%	?	1	0	13%
COc1c(Cl)cc(C(=O)O)cc1Cl	-1	4%	·	·	·	·	·	-3	·	-1%
Cc1cc(-c2n[nH]c(=S)n2-c2ccccc2)nn1C	15	5%	-1%	-3	-8%	21%	-14%	-17	3	-11%
O=C(N/N=C/C1CC=CCC1)c1cc(-c2cccnc2)nc2ccccc12 (configuration not stated)	10	-3%	-1%	3	-3%	5%	·	i	2	-32%
CC(CCc1ccccc1)NC(=O)COC(=O)c1cccs1 (configuration not stated)	10	3%	-1%	10	-1%	-19%	-4%	-4	0	?
Cc1ccc(NC(=O)CN(C)S(=O)(=O)c2cccc3cccnc23)cc1C	-8	-1%	·	0	6%	·	4%	26	-1	6%
O=C1CCN(Cc2ccccc2)C=C1c1ccc2ccccc2c1	11	-4%	·	·	8%	·	·	-4	·	7%
COc1ccc(NC(=O)COc2cccc3c2CCN(Cc2cccnc2)C3=O)c(OC)c1	-4	-4%	-1%	-4	10%	-10%	0%	-5	·	-5%
O=C(N/N=C/c1ccc(OCC(=O)N2CCCCC2)cc1)c1ccccc1	-22	-1%	0%	-5	11%	6%	?	-1	3	8%
C[C@@H]1C=C(C(=O)N2CCN(Cc3ccc4c(c3)OCO4)CC2)O[C@H](OCCCCO)C1	20	3%	2%	-2	-2%	7%	-6%	1	1	-10%
O=C(NNC(=O)c1cc2ccccc2cc1O)NC1CCCCC1	16	4%	1%	3	-1%	-6%	13%	-6	1	-19%
CCN1CCN(c2ccc(NC(=O)c3cnccn3)cc2)CC1	·	·	-7%	3	-1%	-8%	2%	·	1	·
N=c1c(S(=O)(=O)c2ccc(Br)cc2)cc2c(=O)n3ccccc3nc2n1CCN1CCOCC1	-1	222%[activator]	·	·	·	·	·	1	·	-9%
CCNC(=S)N(CCc1c(C)[nH]c2ccccc12)Cc1cc(OC)c(OC)c(OC)c1	2	-6%	·	2	21%	14%	25%	-5	-8	-13%
Cc1ccc(S(=O)(=O)N2CCCOC2CNC(=O)C(=O)NCc2ccco2)cc1 (configuration not stated)	-2	4%	4%	3	-5%	?	-6%	1	-4	-7%
CN(C)/C=N/C1=C(C#N)C(c2cccs2)c2ccc3ccccc3c2O1 (configuration not stated)	27	-2%	-1%	0	4%	0%	27%	3	-17	-13%

Pulled by structure from above:
SMILES	KCNH2 3.1 block	S-ASM inh	GALK inhibitor	TRPV1 ag	AT treatment	CXXC DNA block	MBNL1 CUG block	hERG WT inh	Coupling enz	a7 integrin act
O=C1CCN(Cc2ccccc2)C=C1c1ccc2ccccc2c1	11	-4%	·	·	8%	·	·	-4	·	7%
Cc1nc(-c2cc(-c3nc(-c4cc(C(F)(F)F)cc(C(F)(F)F)c4)no3)no2)cs1	4	-6%	1%	2	-9%	4%	·	2	0	-1%
